# RGS4 pot: potentiators or activators of RGS4; HEK293 M3R/inducible RGS4, carbachol calcium flux Fluo4; hits give low values; B-score at 10 µM; 310,000 tested, 0.92% active;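 active means B-score of the integrated calcium signal more than 4 SD below the library mean, with starting fluorescence not abnormally high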;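 further: negative B-score means reduced calcium response which marks RGS4 activation or potentiation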
#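 Test system: HEK293 cells with stable M3R and inducible RGS4; also added: carbachol at ECmax as muscarinic agonist stimulus; schedule: dye loading 30 min 37 °C, buffer rest 30 min RT; technique: kinetic calcium fluorescence imaging with Fluo4-AM dye, 2 µM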
# TRPC6 inh: inhibitors of mouse TRPC6 channel; AID 2553; B-score at 10 µM; HEK293-TRPC6, membrane potential dye, ACh-evoked depolarization; hits give low values; 310,000 tested, 1.1% active;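 active means B-score under library mean minus 3 SD, initial fluorescence not abnormally high, positive integrated signal ratio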;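 further: B-score derived from integrated fluorescence ratio over the kinetic read; more negative B-score means stronger inhibition of depolarization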
# Target sequence (Q61143 whole entry, looked up): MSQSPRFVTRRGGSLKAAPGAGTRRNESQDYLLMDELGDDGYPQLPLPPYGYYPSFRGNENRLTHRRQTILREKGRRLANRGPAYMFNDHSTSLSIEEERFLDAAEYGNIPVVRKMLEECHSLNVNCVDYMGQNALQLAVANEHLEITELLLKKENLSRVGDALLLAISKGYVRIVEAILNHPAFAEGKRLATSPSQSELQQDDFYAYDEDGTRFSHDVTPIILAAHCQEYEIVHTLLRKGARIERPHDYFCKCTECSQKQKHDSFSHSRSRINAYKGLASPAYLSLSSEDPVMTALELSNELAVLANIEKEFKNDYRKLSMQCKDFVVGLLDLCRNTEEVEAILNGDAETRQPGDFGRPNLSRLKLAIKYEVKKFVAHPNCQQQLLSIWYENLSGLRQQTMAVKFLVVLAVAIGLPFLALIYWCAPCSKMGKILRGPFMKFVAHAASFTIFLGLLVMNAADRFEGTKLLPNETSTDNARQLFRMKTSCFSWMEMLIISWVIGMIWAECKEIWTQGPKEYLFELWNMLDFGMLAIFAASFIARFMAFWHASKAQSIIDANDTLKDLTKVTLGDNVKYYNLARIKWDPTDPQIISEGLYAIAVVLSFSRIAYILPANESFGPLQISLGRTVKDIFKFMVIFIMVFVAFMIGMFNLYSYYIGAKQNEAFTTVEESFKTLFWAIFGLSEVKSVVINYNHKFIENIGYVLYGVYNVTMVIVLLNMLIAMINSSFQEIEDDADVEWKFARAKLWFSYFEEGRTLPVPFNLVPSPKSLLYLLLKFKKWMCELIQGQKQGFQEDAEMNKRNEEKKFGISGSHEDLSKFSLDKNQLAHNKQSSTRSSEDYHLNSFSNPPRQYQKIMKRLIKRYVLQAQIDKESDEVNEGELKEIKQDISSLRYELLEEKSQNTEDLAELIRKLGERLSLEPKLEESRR
# RGS4 block: inhibitors of human RGS4; P49798; HEK293 M3R/RGS4 inducible, Fluo-4 calcium flux; hits give high values; triggered by carbachol at its EC20; B-score at 10 µM; 310,000 tested, 0.45% active;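 active means B-score, a plate-corrected calcium signal, over three deviations above library mean, with baseline fluorescence within five deviations of library mean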;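 further: RGS4 expression induced by doxycycline in cells with stable M3 receptor; B-score is computed from the integrated fluorescence ratio over baseline after carbachol; higher B-score means a larger calcium signal and so more RGS4 inhibition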
# ANO1 activ: activators or potentiators of mouse TMEM16A chloride channel; AID 623877; B-score at 10 µM; HEK293 TMEM16A/YFP-H148Q/I152L, iodide quench fluorescence; hits give low values; 340,000 tested, 0.3% active;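 active means fluorescence-ratio B-score plate-corrected deviation score at least 3 library SD below zero, with starting fluorescence score within 5 deviations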;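 further: channel opened by trigger with iodide after compound preincubation; score built on the fluorescence ratio of max minus min over baseline; more negative score means more quench and so TMEM16A activation or potentiation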
# HDAC3 inh: blocks human histone deacetylase 3; 320,000 tested, 0.15% active; O15379; AID 2718; inhibition, % at 8.3 µM; recombinant HDAC3, fluorogenic peptide/trypsin coupled, fluorescence; in the data active means inhibition above about 26%, passing the limit was not always enough
# MrgX1 ag: activates human MrgX1 receptor signaling; B-score at 10 µM; MrgX1-HEK293 cells, Fluo-4 calcium fluorescence, agonist mode; hits give high values; AID 588627; 310,000 tested, 0.44% active; Q96LB2;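 active means calcium response B-score plate-corrected fluorescence ratio at least 3 library SD, with starting fluorescence B-score inside 5 SD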
#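 Material: HEK293 cells stably expressing human MrgX1 receptor | Quantity: 15,000 cells per well | Times: Cells plated overnight, dye loaded 0.5 h 37 °C, 0.5 h room temperature | Measured by: Kinetic Fluo-4 NW fluorescence of intracellular calcium | Control set: Positive and negative controls per plate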
# ANO1 block: inhibitors of mouse TMEM16A calcium-activated chloride channel; AID 588511; 310,000 tested, 1.2% active; normalized B-score (activity score, 25-100; higher = stronger inhibition) at 10 µM; HEK293 TMEM16A/YFP iodide influx fluorescence, ionomycin;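 active means ratio plate-corrected score three or more library SD toward inhibition, starting fluorescence score within five deviations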;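 further: score derived from kinetic fluorescence span divided by baseline fluorescence per well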
# MrgX1 antagonist: human MrgX1 receptor antagonism, primary screen; 310,000 tested, 1.3% active; Q96LB2; B-score at 10 µM; MRGX1-HEK293 calcium flux, Fluo-4, BAM8-22 antagonism; hits give low values;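 active means calcium-response B-score plate-corrected more than 3 library SD below zero, starting fluorescence within 5 deviations, no agonist response on first addition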;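 further: peak minus trough fluorescence over baseline after final BAM8-22 challenge near maximal dose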
# MrgX1 allo act: human MrgX1 positive allosteric modulation, primary screen | B-score at 10 µM | MrgX1-HEK293, Fluo-4 calcium flux, FDSS; hits give high values | AID 588675 | 310,000 tested, 0.63% active;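 active means plate-corrected calcium response at least 3 library SD above typical, normal starting fluorescence, not activating the receptor alone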;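 further: compound read alongside a low EC10 to EC30 dose of BAM8-22 agonist; peak minus trough fluorescence over baseline measured at the second addition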
# TRPC6 act: mouse TRPC6 channel activation; B-score at 10 µM; 310,000 tested, 0.13% active; Q61143; HEK293-TRPC6 membrane potential dye fluorescence; hits give high values;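 active means B-score of the integrated fluorescence ratio above library mean plus 3 SD, and starting fluorescence ratio within library mean plus 5 SD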;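 further: higher score means more depolarization so channel activation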
# SKKanGAS inh: inhibitors of SKKanGAS S. pyogenes growth in kanamycin (SK-promoter or general growth effect); BacTiter-Glo, 6 h; inhibition, % at 7.5 µM; 300,000 tested, 1.3% active; AID 1662;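 active means mean replicate score, as percent of positive control median, at least 50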;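 further: strain carries kanamycin resistance gene driven by streptokinase promoter and grows in 40 µg/ml kanamycin; loss of luminescence reflects streptokinase promoter inhibition or plain growth inhibition; 0% = median of DMSO wells and 100% = positive control at its reference dose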
# The depositor's hits bear a star; i = inactive; . = not tested or not shown.
SMILES,RGS4 pot,TRPC6 inh,RGS4 block,ANO1 activ,HDAC3 inh,MrgX1 ag,ANO1 block,MrgX1 antagonist,MrgX1 allo act,TRPC6 act,SKKanGAS inh
O=C(NC12CC3CC(CC(C3)C1)C2)N1CCC(O)CC1,i,i,i,i,-7,i,i,i,i,i,0
Cc1cccc(Nc2c(F)c(F)c(F)c(F)c2C(=O)O)c1,i,i,i,i,-1,i,i,i,i,i,-7
COC(=O)C(N)CCCCN (centres undefined),i,i,i,i,0,i,i,i,i,i,1
CCOC(=O)N1CCC(NC(=O)C2CCCN(Cc3nc(-c4ccc(CC)cc4)oc3C)C2)CC1 (centres undefined),i,i,i,i,2,i,25*,i,i,i,3
Nc1c(Cl)ncnc1N1CCOCC1,i,i,i,i,3,i,i,i,i,i,0
CCCOC(=O)C(C)n1cnc2sc(C)c(C)c2c1=O (centres undefined),i,i,i,i,1,i,i,i,i,i,-3
CC1=C[C@@H](C)[C@@H](c2ccc(C(F)(F)F)cc2)OC1=O,i,i,i,i,2,i,i,i,i,i,-2
Clc1cncc(Cl)c1N/N=C/c1ccncc1,i,i,i,i,.,i,i,i,i,i,-3
COc1ccc(N2C(=O)c3ccccc3NC2c2ccccc2O)cc1 (centres undefined),i,i,i,i,1,i,i,i,i,i,-3
COc1ccc(/C=C/C(=O)NC(=S)Nc2ccccc2)cc1OC,i,i,i,i,1,i,i,i,i,i,1
Cc1cc(COC(=O)C2N3C(=O)[C@@H](NC(=O)COc4ccccc4)[C@H]3SC2(C)C)on1 (some centres undefined),i,i,i,i,1,i,i,i,i,i,103*
Cc1ccc(C)c(CN2CCC(CNC(=O)Nc3ccc(F)c(Cl)c3)CC2)c1,i,i,i,i,2,i,i,i,i,i,2
CCc1ccccc1NC(=O)Cn1nc(C(F)(F)F)c2c1CCC2,i,i,i,i,1,i,i,i,i,i,-9
CN(C)/C=C(\C#N)C(=O)Nc1ccccc1,i,i,i,i,-3,i,i,i,i,i,-1
COc1ccc(C2=NNC(c3cc(Cl)cc4c3OCOC4)C2)c(O)c1 (centres undefined),i,i,i,.,-2,i,i,i,i,i,15
CN(C)C(CNC(C(=O)Nc1ccc([N+](=O)[O-])cc1Br)c1ccccc1)c1ccccc1 (centres undefined),i,i,i,i,1,i,i,i,i,i,18
Cc1cc(C)cc(-n2c(C)cc(C(=S)N3CCOCC3)c2C)c1,i,i,i,i,9,i,i,i,i,i,-7
Cc1oc(/C=N/NC(=O)CN(c2ccccc2Cl)S(C)(=O)=O)cc1Br,i,i,i,i,4,i,i,i,i,i,-1
Cc1ccc2[nH]c(=O)c(CN(CCCN3CCOCC3)C(=O)NC3CCCCC3)cc2c1,i,i,i,i,4,i,i,i,i,i,3
CCN1C(=O)c2ccc(C(=O)Nc3cccc(C(=O)O)c3)cc2C1=O,i,i,i,i,-3,i,i,i,i,i,14

# The list goes on; the last 3 above are carried over.
SMILES,RGS4 pot,TRPC6 inh,RGS4 block,ANO1 activ,HDAC3 inh,MrgX1 ag,ANO1 block,MrgX1 antagonist,MrgX1 allo act,TRPC6 act,SKKanGAS inh
Cc1oc(/C=N/NC(=O)CN(c2ccccc2Cl)S(C)(=O)=O)cc1Br,i,i,i,i,4,i,i,i,i,i,-1
Cc1ccc2[nH]c(=O)c(CN(CCCN3CCOCC3)C(=O)NC3CCCCC3)cc2c1,i,i,i,i,4,i,i,i,i,i,3
CCN1C(=O)c2ccc(C(=O)Nc3cccc(C(=O)O)c3)cc2C1=O,i,i,i,i,-3,i,i,i,i,i,14
Cc1cccn2c(=O)c3cc(C(=O)NCCN4CCOCC4)c(=N)n(CCN4CCOCC4)c3nc12,i,-7*,i,i,-99,i,i,i,i,i,-8
CC1Cc2ccccc2N1CC(=O)Nc1ccc(S(=O)(=O)N(C)C)cc1 (centres undefined),i,i,i,i,-2,i,i,i,i,i,-16
FC(F)Oc1ccccc1NC(=S)NCCc1ccccc1,i,i,i,i,5,i,i,i,i,i,-10
COC(=O)c1cn(C)c2ccc(S(=O)(=O)N3CCCCC3)cc2c1=O,i,i,i,i,.,.,.,.,.,i,-4
N#CC1=C(N)Oc2c(ccc3ccccc23)C1c1ccsc1 (centres undefined),i,i,i,i,-2,i,i,i,14*,i,-2
Cc1nc2c(c(C)nn2-c2ccccc2)c(C)c1Cl,i,i,i,i,1,i,i,i,i,i,-3
Cc1ccccc1C1CC(c2cccs2)=NN1S(C)(=O)=O (centres undefined),i,i,i,i,0,i,i,i,i,i,0
O=c1cc(-c2ccccc2)c2ccccc2[nH]1,i,i,i,i,-3,i,i,i,i,i,2
COC(=O)c1c(NS(=O)(=O)c2ccc3ccccc3c2)sc2c1CCCC2,i,i,i,i,2,i,i,i,i,i,32
COc1ccc(C(c2c(O)nc[nH]c2=O)c2c(O)nc[nH]c2=O)cc1,i,i,i,.,-3,i,i,i,i,i,3
CC(=O)NCC(O)c1ccc([N+](=O)[O-])cc1 (centres undefined),i,i,i,i,0,i,i,i,i,i,-1
O=C(ON=C1CCN(c2ccc([N+](=O)[O-])cc2)CC1)c1ccccc1,i,i,i,i,10,i,i,i,i,i,11
CCN(CC)c1ccc(CN(C(=O)c2ccco2)C2CCS(=O)(=O)C2)cc1 (centres undefined),i,i,i,i,-3,i,i,i,i,i,-8
O=C(O)CCCNC(=O)CCCn1nnc2ccccc2c1=O,i,i,i,i,-2,i,i,i,i,i,1
CCCn1c(SCC(=O)c2cc(OC)ccc2OC)nnc1-c1ccco1,i,i,i,.,2,i,i,i,i,i,-2
Cc1ccc(C(=O)NCCOC23CC4CC(CC(C4)C2)C3)cc1,i,i,i,i,7,i,i,i,i,i,-7
OCCN1C2=NCCCN2c2ccccc21,i,i,i,i,2,i,i,i,i,i,-1
CC(NC(=O)c1ccc(N(C)C)c([N+](=O)[O-])c1)c1ccc(-n2ccnc2)cc1 (centres undefined),i,i,i,i,-2,i,i,i,i,i,5
Cc1cccc2nc(-c3ccco3)oc(=O)c12,i,i,i,i,10,i,i,i,i,i,1
CN(C)CCCn1c2c(c(SCC(=O)Nc3nccs3)nc1=O)CCC2,i,i,i,i,1,i,i,i,i,i,-2
Cc1ccc(S(=O)(=O)N2CCN(Cc3ccccc3C(F)(F)F)CC2)cc1,i,i,i,i,4,i,i,i,i,i,-13
COc1ccc(C2CCCN2CC(O)COc2ccccc2C(C)C)cc1 (centres undefined),i,i,i,i,6,i,i,i,i,i,5
CCCN(CCC)S(=O)(=O)c1ccc(C(=O)N2CCN(C)CC2)cc1,i,i,i,i,9,i,i,i,i,i,2
COc1ccc(NS(=O)(=O)c2cc(NC(=O)CNC(=O)c3cccc(OC)c3)ccc2C)cc1,i,i,i,i,-9,i,i,i,i,i,7
CCOC(=O)CCn1nnc(N)n1,i,i,i,i,-6,i,i,i,i,i,-6
Cn1nc([N+](=O)[O-])c(C(C#N)c2ccccn2)c(Cl)c1=O (centres undefined),i,i,i,i,-7,i,i,i,i,i,.
CC(=O)Nc1nc(NCc2ccccc2Cl)n(-c2ccccc2)n1,i,i,i,i,16,i,i,i,i,i,4
COc1ccc(CCC(C)NC2C3CC4CC(C3)CC2C4)cc1 (centres undefined),-8.8*,-8.5*,i,i,.,.,.,.,.,i,1
O=C(Cn1c(=O)[nH]c2sc3c(c2c1=O)CCCC3)NCC1CCCO1 (centres undefined),i,i,i,i,-3,i,i,i,i,i,-5
Cn1cnnc1SCCC(=O)Nc1ccccc1,i,i,i,i,-3,i,i,i,i,i,6
CC(Sc1nnc(Cc2ccc3c(c2)OCO3)o1)C(N)=O (centres undefined),i,i,i,i,-3,i,i,i,i,i,-3
Cc1cc(=O)cc(C)[nH]1,i,i,i,i,2,i,i,i,i,i,-1
Nc1nc(/C=C/c2cccnc2)nc(-c2ccccc2O)n1,i,i,i,i,-9,i,i,-4.8*,i,i,6
CCOc1ccc(NCc2cccn2-c2nnc(N3CCC(C(=O)NCCCN4CCCCC4CC)CC3)s2)cc1 (centres undefined),i,i,i,i,8,i,i,i,i,i,3
CSc1nccc(-c2cc(Cl)sc2Cl)n1,i,i,i,i,.,i,i,i,i,i,-4
COc1ccc(Cl)cc1NC(=O)COC(=O)CCCC1=NS(=O)(=O)c2ccccc2N1,i,i,i,i,-2,i,i,i,i,i,15
Cc1nc(N2CCN(C(=O)c3ccc(Cl)cc3)CC2)c(C#N)c2c1COC(C)(C)C2,i,i,i,i,-6,i,i,i,i,i,3
CCC1CCCCN1C(=O)c1cc(COc2ccc(-n3cncn3)cc2)on1 (centres undefined),i,i,i,i,1,i,i,i,i,i,6
O=C(NCc1nnc2c3ccccc3c(-c3ccccc3)nn12)c1ccc(Cl)cc1,i,i,i,i,-1,i,i,i,i,i,7
COC(=O)/C=C1\NC(=O)C(C)S1 (centres undefined),i,i,i,i,1,i,i,i,i,i,2
Nn1c(COc2ccccc2)nnc1SC(F)F,i,i,i,i,-6,i,i,i,i,i,-2
COc1cccc(NC(=O)CC2C(=O)NC3CCCCC3N2C(=O)c2ccccc2)c1 (centres undefined),i,i,i,i,-4,i,i,i,i,i,3
CC(C)[C@H](NC(=O)N1c2ccccc2NC(=O)[C@@H]1C(C)C)C(=O)N[C@@H](C(=O)O)c1ccccc1,i,i,i,i,-6,i,i,i,i,i,3
CCOC(=O)Cc1csc(NS(=O)(=O)c2cc(Cl)ccc2Cl)n1,i,i,i,i,10,i,i,i,i,i,11
Cc1ccc(NC(=O)CSc2nc(=O)n(CCN(C)C)c3c2CCCC3)cc1Cl,i,i,i,i,1,i,i,i,i,i,-16
COc1ccc(C2(C)NC(=O)N(CC(=O)Nc3ccc(Br)cc3F)C2=O)cc1OC (centres undefined),i,i,i,i,2,i,i,i,i,i,5
COc1cccc(-c2ccc(NC(=O)C3CCCN(Cc4cnc(N(C)C)s4)C3)cc2)c1 (centres undefined),i,i,i,i,-6,i,i,i,i,i,3
CN(CCOc1ccccc1)CC(O)COCc1ccccc1F (centres undefined),i,i,i,i,2,i,i,i,i,i,-1
Cc1ccc(S(=O)(=O)N2CCN(C(=O)COC(=O)CCOc3ccc(C(C)(C)C)cc3)CC2)cc1,i,i,i,i,1,i,i,i,i,i,4

# Source: PubChem BioAssay (several laboratories)

# This is a random part of the collection. About 6.7% of those tested had a hit in this group.
